Screens from PubChem BioAssay.
CBFb-RUNX1 inh: qHTS Assay for Compounds Blocking the Interaction Between CBF-beta and RUNX1 for the Treatment of Acute Myeloid Leukemia; Runt-related transcription factor 1 (Homo sapiens) + Core-binding factor subunit beta …; AlphaScreen CBFb-His/RUNX1-biotin binding, biochemical; Potency, µM (titrated, usually from 59.8 µM), inactives show top-dose activity, negative = inhibition, hits mostly inhibitors; 230,000 tested, under 10 active; AID 1477, 2009; note: % of control where 0% means no effect
Target sequence (Q01196 whole entry, looked up): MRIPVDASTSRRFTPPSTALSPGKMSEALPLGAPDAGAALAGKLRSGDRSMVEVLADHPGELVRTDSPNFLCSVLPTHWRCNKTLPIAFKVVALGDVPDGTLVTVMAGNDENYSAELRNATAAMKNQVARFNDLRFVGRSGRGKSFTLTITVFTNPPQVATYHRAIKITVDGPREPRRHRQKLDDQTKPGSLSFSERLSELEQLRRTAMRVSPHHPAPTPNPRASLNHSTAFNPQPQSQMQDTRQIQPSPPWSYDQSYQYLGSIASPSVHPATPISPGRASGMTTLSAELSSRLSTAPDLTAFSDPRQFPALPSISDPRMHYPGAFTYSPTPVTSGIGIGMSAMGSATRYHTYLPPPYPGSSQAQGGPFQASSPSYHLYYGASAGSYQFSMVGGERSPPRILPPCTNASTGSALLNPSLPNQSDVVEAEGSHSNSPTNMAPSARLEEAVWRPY
Target sequence (Q13951 whole entry, looked up): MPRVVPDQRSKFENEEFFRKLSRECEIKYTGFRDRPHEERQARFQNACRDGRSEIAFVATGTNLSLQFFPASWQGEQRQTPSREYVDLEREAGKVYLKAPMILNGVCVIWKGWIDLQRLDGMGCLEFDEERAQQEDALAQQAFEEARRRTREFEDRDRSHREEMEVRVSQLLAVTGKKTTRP
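AlphaScreen binding: CBFb-His and RUNX1-biotin (30 nM each) preincubated 20 min, compound added for 15 min, then nickel and streptavidin beads for 90 min, all at room temperature. Disruption of the interaction by any mechanism counts as activity.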
Lamin A splicing: qHTS Assay for Modulators of Lamin A Splicing; Potency, µM (doses to about 46.1 µM), without a hit: at the highest dose ratio change, negative = inhibition, hits mostly inhibitors; 0.01% of 200,000 active; HeLa LMNA splicing GFP/RFP minigene ratio, 48 h; active = well fitted inhibition curve with a large enough effect in the signal ratio, with a control signal flat, not every such curve was filed as active; inconclusive = small, poorly fitted or top-dose-only effect, or effect the other way, or a change in a side signal; the % refers to the signal ratio; note: potency is the fitted concentration of half-maximal effect; % is set by controls: 0 for no effect and ±100 for the full control effect
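S3 HeLa stable clones carrying a lamin A-EGFP splicing minigene plus DsRed2 were seeded at 600 cells/well in Opti-MEM with 2% FBS, pin-dosed and incubated 48 h at 37°C. Acumen cytometry (488 nm) gave the GFP/RFP total-intensity ratio.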
IMPase Li cell: qHTS Assay for Identifying the Cell-Membrane Permeable IMPase Inhibitors: Potentiation with Lithium; CHO-M1 cells, IP1 TR-FRET (IP-One), carbachol + lithium; Potency, µM (titrated, usually from 59.4 µM), without a hit: top-dose activity, negative = IMPase inhibition, hits mostly inhibitors; 0.35% of 210,000 active;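 note: IP1 builds up when IMPase is blocked and the TR-FRET signal falls; potency is the fitted concentration of half-maximal effect; plate controls were basal vehicle for no effect and high inhibitor control for full effect; nearly all actives have a fitted effect of over 50% in size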
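CHO-M1, 2000 cells/well, 16–30 h culture; cpd + low Li+, 30 min 37C; lysis with d2-IP1/Eu-anti-IP1 Ab, 10 min RT; TR-FRET 665/620 ratio and 620 channel; AC50 via Hill.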
Luc counter: Counterscreen for Luciferase (Kinase-Glo TM) Inhibition. Potency, µM (doses to about 38.3 µM), without a hit: at the top dose activity change, negative = inhibition, actives largely listed as inhibitors. AID 1379, 2008. 0.28% of 200,000 active. Kinase-Glo luciferase, ATP luminescence, 8 min. Luciferin 4-monooxygenase (Photuris pensylvanica), Q27757; note: potency is the fitted concentration of half-maximal effect; % is set by controls: 0 for no effect and ±100 for the full control effect; nearly all actives have a fitted effect of over 60% in size
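Luminescence was the read-out, taken after 8-minute incubation at ambient temperature. Luciferase turned over luciferin with 10 uM ATP in imidazole pH 7.2 buffer containing KCl, MgCl2, Tween 20 and BSA.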
GLA spleen mod: qHTS Assay for Inhibitors and Activators of Human alpha-Galactosidase From Spleen Homogenate; Potency, µM (series often up to 80 µM), inactives show at the highest dose activity change, negative = inhibition, usual class: inhibitors; Alpha-galactosidase A (Homo sapiens), P06280; human spleen homogenate, 4MU-alpha-Gal fluorescence, 40 min; 0.008% of 240,000 active;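 note: potency is the fitted concentration of half-maximal effect; 0% = enzyme with vehicle and -100% = no enzyme basal signal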
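Inhibition or activation of alpha-galactosidase in human spleen homogenate is scored by 4-MU fluorescence after 40 min at 37C, pH 5.0, with 1 mM substrate. AC50s come from concentration-response fitted to the Hill equation.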
Epigenetic reg: Quantitative High-Throughput Screen for Regulators of Epigenetic Control; murine LDR cells, GFP reporter derepression, 30 h; Potency, µM (titrated, usually from 53.9 µM), without a hit: top-dose GFP activation, most hits filed as activators; 0.2% of 280,000 active; AID 1865, 2009; note: potency is the fitted concentration of half-maximal effect; % of control where 0% means no effect; nearly all actives have a fitted effect of over 60% in size
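Murine LDR cells bearing a silenced CMV-driven GFP reporter were exposed to compound for 30 h at 37 C. After PBS washes, GFP-positive cells (20-120 um objects) counted by laser-scanning microplate cytometry.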
NPSR antag: qHTS Assay for Antagonists of the Neuropeptide S Receptor: cAMP Signal Transduction | AID 1461, 2008 | Q6W5P4 | 1% of 220,000 active | Potency, µM (highest dose often 38.3 µM), inactives show at the highest dose activity change, negative = inhibition, hits mostly inhibitors | CHO-NPSR cells, cAMP TR-FRET, antagonist mode; note: potency is the fitted concentration of half-maximal effect; % is set by controls: 0 for no effect and ±100 for the full control effect; nearly all actives have a fitted effect of over 50% in size; many of its hits are not listed in these tables
Target sequence (Q6W5P4 whole entry, looked up): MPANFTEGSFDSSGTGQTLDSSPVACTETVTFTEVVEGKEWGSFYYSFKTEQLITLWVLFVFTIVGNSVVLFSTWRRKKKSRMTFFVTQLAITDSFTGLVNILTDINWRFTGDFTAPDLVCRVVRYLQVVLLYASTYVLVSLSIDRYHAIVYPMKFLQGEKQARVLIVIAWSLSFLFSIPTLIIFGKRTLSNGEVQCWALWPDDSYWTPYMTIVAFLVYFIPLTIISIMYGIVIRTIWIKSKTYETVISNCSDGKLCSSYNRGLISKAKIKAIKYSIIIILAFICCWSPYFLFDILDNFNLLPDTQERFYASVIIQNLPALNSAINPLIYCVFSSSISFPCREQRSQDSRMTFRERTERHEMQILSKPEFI
Active calls of the source: *; ? = inconclusive; · = not tested or not shown; [ ] = remark or other dose. Unless noted, calls come from the whole dose curve; as a rule, active = well fitted curve in the direction sought with a large enough effect; inconclusive = small, poorly fitted or top-dose-only effect, or another doubt; inactive = no such curve, though single readings can be large; an effect the other way counts as inactive or inconclusive. A portion of the library (hit frequency here may not be typical).

entry	Structure	CBFb-RUNX1 inh	Lamin A splicing	IMPase Li cell	Luc counter
1	COc1cccc(C(=O)Nc2ccc(N3CCCC3)cc2)c1	?	?	0%[38.3 µM]	4.5µM*
2	c1ccc(SCc2nc(-c3cccnc3)no2)cc1	10%	18%	14%[38.3 µM]	-5%
3	Cc1cc(C)c(S(=O)(=O)NCc2ccc3c(c2)cc(C)n3C)c(C)c1	-13%	-12%	33%[activator][38.3 µM]	1%
4	COc1ccccc1N1CCN(C(=O)Cc2cccs2)CC1	-2%	6%	28%[38.3 µM]	-5%
5	Cc1ccoc1C(=O)Nc1cccc(Oc2ccccc2)c1	14%	4%	20%[38.3 µM]	-5%
6	CSc1nc(N2CCOCC2)c2c3c(sc2n1)CCCC3	9%	?	29%[38.3 µM]	2%
7	CCCC1(C)SC(NC(C)=O)=NN1C(C)=O (centres undefined)	-2%	3%	-13%[38.3 µM]	-2%
8	CCCNC(=O)c1ccc(-c2nc3ccccc3s2)s1	-2%	0%	-10%[38.3 µM]	-11%

entry	GLA spleen mod	Epigenetic reg	NPSR antag
1	-1%	-1.1%	-4%[46.1 µM]
2	-2%	0.0%	-22%[46.1 µM]
3	4%	-0.8%	2%[46.1 µM]
4	12%	-2.1%	-2%[46.1 µM]
5	2%	0.6%	14%[46.1 µM]
6	-3%	-1.1%	-24%[46.1 µM]
7	9%	0.0%	11%[46.1 µM]
8	28%	-3.4%	-26%[46.1 µM]

Carrying on:
entry	Structure	CBFb-RUNX1 inh	Lamin A splicing	IMPase Li cell	Luc counter
9	COc1ccc(-c2nnc(SCC(=O)c3cccs3)n2-c2ccc(Cl)cc2)cc1	1%	?	9%	5%
10	CCOC(=O)c1sc(NC(=O)c2cccc(S(=O)(=O)N3CCN(C)CC3)c2)cc1C	3%	?	1%[38.3 µM]	2%
11	Cc1cc(NS(=O)(=O)c2ccc(NC(NC(=O)C(C(F)(F)F)C(F)(F)F)(C(F)(F)F)C(F)(F)F)cc2)no1	-1%	-5%	1%	-1%
12	COc1cc(/C=N/NC(=O)C(=O)/C=C2\NC(C)(C)Cc3ccccc32)ccc1O	3%	·	·	·
13	O=C(N=Nc1c(O)n(C2OC(=O)c3ccccc32)c2ccccc12)c1ccco1 (centres undefined)	11%	·	·	·
14	CCN1C(=O)N[C@@H](CCc2ccccc2)[C@H](C(=O)OC)[C@H]1C	-2%[13.1 µM]	-14%[9.22 µM]	4%	-2%[7.66 µM]
15	Cc1cccc(N2CCN(C(=O)Cn3ccc4ccccc4c3=O)CC2)c1C	0%	-22%	23%[38.3 µM]	2%
16	COc1cccc(C(=O)SC2=NCCS2)c1	1%	1%	-9%[38.3 µM]	0%

entry	GLA spleen mod	Epigenetic reg	NPSR antag
9	-2%	5.8%	-46%
10	-2%	1.1%	?
11	4%	2.4%	-7%[46.1 µM]
12	-11%	-0.3%	10%[7.67 µM]
13	-11%	2.4%	10%
14	-1%[17.5 µM]	·	·
15	14%	-4.8%	-7%[46.1 µM]
16	10%	-0.2%	4%[46.1 µM]

Next part:
entry	Structure	CBFb-RUNX1 inh	Lamin A splicing	IMPase Li cell	Luc counter
17	CCOCCCn1c(=S)[nH]c2cc(C(=O)N3CCC(C(N)=O)CC3)ccc2c1=O	1%	-3%	5%[38.3 µM]	0%
18	Clc1ccc(CSc2nnc(-c3cccnc3)o2)cc1	5%	5%	-16%[38.3 µM]	-1%
19	CS(=O)(=O)N1CCC(c2noc(-c3ccc(C(F)(F)F)cc3)n2)CC1	0%	?	16%[38.3 µM]	6%
20	COC(=O)CSc1nc(NCC(C)C)nc(N2CCOCC2)n1	7%	7%	27%[38.3 µM]	-1%
21	CCOC(=O)CCc1c(C)c2ccc(OCC(=O)OC(C)C)cc2oc1=O	11%	3%	24%[38.3 µM]	0%
22	O=C(NC1CCCc2c1cnn2-c1ccc(F)cc1F)c1ccccn1 (centres undefined)	2%	·	14%	1%
23	CCc1cc2c(cc(C(=O)O)n2C)s1	-10%	10%	17%[38.3 µM]	9%
24	O=[N+]([O-])c1cccc(Nc2c3ccccc3nc3ccccc23)c1	4%	30%[46 µM]	4%	-2%

entry	GLA spleen mod	Epigenetic reg	NPSR antag
17	-17%	-0.9%	4%[46.1 µM]
18	1%	-0.9%	-22%[46.1 µM]
19	-7%	0.3%	-4%[46.1 µM]
20	0%	1.1%	-15%[46.1 µM]
21	0%	-0.4%	-12%[46.1 µM]
22	-6%	-5.2%	4%
23	-5%	-0.3%	13%[46.1 µM]
24	?	-1.4%	-30%

Later entries.
entry	Structure	CBFb-RUNX1 inh	Lamin A splicing	IMPase Li cell	Luc counter
25	O=C(Nc1cccc(NC(=O)c2ccc3c(c2)OCO3)c1)c1ccccc1	2%	2%[9.22 µM]	5%	-14%
26	O=C(NNc1nc2c(F)cccc2s1)c1cc(=O)c2ccccc2o1	?	·	-11%	·
27	COCCN(C(=S)Nc1ccccc1OC)C1CCN(C(C)C)CC1	5%	3%[46 µM]	4%	1%
28	COc1cccc(-n2c(C)nc3c(cnn3-c3ccc(C)cc3)c2=O)c1	6%	?	33%[38.3 µM]	-1%
29	O=C(CN1C(=O)CSC1=O)Nc1ccccc1F	7%	3%	-15%[38.3 µM]	7%
30	O=C(N/N=C/c1ccccc1Cl)c1[nH]c2ccc(Br)cc2c1-c1ccccc1	13%	?	2%	1%
31	COC(=O)C1=C(C)NC(C)=C(C(=O)OC)C1c1ccc2ccccc2n1	1%	-5%	22%[38.3 µM]	-2%
32	CC(Oc1ccc(-c2ccccc2)cc1)C(=O)N1CCOCC1 (centres undefined)	2%	-15%	4%[38.3 µM]	3%

entry	GLA spleen mod	Epigenetic reg	NPSR antag
25	6%	0.0%	-3%
26	3%	-0.2%	18%
27	8%	0.1%	16%
28	-3%	-1.0%	-24%[46.1 µM]
29	2%	4.1%	13%[46.1 µM]
30	7%	13%	4%
31	-4%	0.1%	2%[46.1 µM]
32	9%	-1.0%	-10%[46.1 µM]

New compounds follow.
entry	Structure	CBFb-RUNX1 inh	Lamin A splicing	IMPase Li cell	Luc counter
33	CCn1c(O)c(C=Nc2ccccc2)oc1=S	4%	10%	9%[38.3 µM]	10%
34	O=C(NN1C(=O)c2cc(Br)ccc2NC1c1ccccc1Cl)c1ccncc1 (centres undefined)	5%	-8%	7%	-4%
35	CCSc1nnc([C@@H](NC(=O)OC(C)(C)C)C(C)C)o1	16%	·	·	·
36	COC(=O)Cn1c(=NC(=O)c2nc3ccccc3s2)sc2cc(S(N)(=O)=O)ccc21	2%	-14%	-5%	-4%
37	Cc1nc2scc(-c3ccccc3)c2c(=O)n1N	3%	-4%	-8%[38.3 µM]	-5%
38	COc1ccc(C(=O)NC(=S)NCc2cccnc2)cc1Br	1%	-21%[46 µM]	-3%	1%
39	Cc1noc(C)c1CSc1nc2ccccc2nc1NS(=O)(=O)c1ccc(Cl)cc1	0%	?	5%[38.3 µM]	5%
40	CCOCCCn1c(=S)[nH]c2ncccc2c1=O	2%	2%	1%[38.3 µM]	-3%

entry	GLA spleen mod	Epigenetic reg	NPSR antag
33	-1%	-1.1%	-5%[46.1 µM]
34	-12%	-1.3%	-3%
35	17%	-0.1%	3%
36	2%	?	-39%
37	5%	0.3%	-9%[46.1 µM]
38	9%	-0.1%	-8%
39	1%	-4.0%	-9%[46.1 µM]
40	-1%	-1.2%	-3%[46.1 µM]

The list goes on.
entry	Structure	CBFb-RUNX1 inh	Lamin A splicing	IMPase Li cell	Luc counter
41	CCCCC/C=C\C/C=C\C/C=C\CCCCCCC(=O)NCC(=O)O	5%	·	1%	2%
42	CC(C)C(NC(=O)C(NC(=O)C1OC2OC(C)(C)OC2C2OC(C)(C)OC12)C(C)C)C(=O)O (centres undefined)	6%	?	-8%	-2%
43	Cc1c2c(nc3c(C(=O)NC4CC4)cnn13)CCCC2	3%	6%	10%[38.3 µM]	-3%
44	CCOC(=O)COc1ccc(Br)cc1/C=C/c1[nH]c(=O)[nH]c(=O)c1[N+](=O)[O-]	1%	248%[46 µM]	6%	9%
45	CCN(CCn1cccn1)C(=O)CCc1nnc(CCc2ccccc2OC)o1	3%	?	2%	-2%
46	Cc1cc(C=O)c(C)n1-c1ccc2c(c1)OCO2	-7%	-7%[46 µM]	10%	-1%
47	CC1=NNC(=O)C1CC(=O)N/N=C/c1ccc(C)o1 (centres undefined)	2%	·	·	·
48	CC(C)(C)c1nc(NCCN2CCOCC2)c2nnn(Cc3ccccc3Cl)c2n1	-1%	?	33%[activator][38.3 µM]	-2%

entry	GLA spleen mod	Epigenetic reg	NPSR antag
41	7%	-1.1%	·
42	1%	3.0%	-17%
43	-24%	-1.1%	-5%[46.1 µM]
44	-4%	?	-22%
45	3%	0.0%	-8%
46	2%	-4.7%	16%
47	-6%	-1.0%	5%
48	-22%	0.2%	?

(continued)
entry	Structure	CBFb-RUNX1 inh	Lamin A splicing	IMPase Li cell	Luc counter
49	N=c1n(CC(=O)c2ccc([N+](=O)[O-])cc2)c2ccccc2n1Cc1ccc(Cl)cc1	2%	-4%	-12%	1%
50	CCc1ccc(C2=NN(S(C)(=O)=O)C(c3cccs3)C2)cc1 (centres undefined)	-11%	?	5%[38.3 µM]	13µM*
51	COc1cc(CN2CCC(C(=O)N3CCN(c4ccccc4F)CC3)CC2)cc(OC)c1OC	-1%	12%	25%[38.3 µM]	3%
52	COc1ccc(NC(=O)CCSc2ccc(C)cc2)cc1	2%	-14%	0%	-1%

entry	GLA spleen mod	Epigenetic reg	NPSR antag
49	7%	16µM*	?
50	-13%	18µM*	5%[46.1 µM]
51	0%	3.8%	-5%[46.1 µM]
52	-4%	0.0%	7%[46.1 µM]

Just Epigenetic reg, IMPase Li cell and CBFb-RUNX1 inh, for four of the compounds above:
| # | SMILES | Epigenetic reg | IMPase Li cell | CBFb-RUNX1 inh |
| --- | --- | --- | --- | --- |
| 51 | COc1cc(CN2CCC(C(=O)N3CCN(c4ccccc4F)CC3)CC2)cc(OC)c1OC | 3.8% | 25%[38.3 µM] | -1% |
| 49 | N=c1n(CC(=O)c2ccc([N+](=O)[O-])cc2)c2ccccc2n1Cc1ccc(Cl)cc1 | 16µM* | -12% | 2% |
| 50 | CCc1ccc(C2=NN(S(C)(=O)=O)C(c3cccs3)C2)cc1 (centres undefined) | 18µM* | 5%[38.3 µM] | -11% |
| 52 | COc1ccc(NC(=O)CCSc2ccc(C)cc2)cc1 | 0.0% | 0% | 2% |
